High-throughput results as filed in PubChem BioAssay.
Ecoli viability: reduces bacterial viability in AddAB counter-screen | E. coli V3065 growth, OD600 absorbance, 18 h | inhibition, % at 11.9 µM | 330,000 tested, 0.27% active | AID 449728;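 active = inhibition above the campaign's mean inhibition across all tested compounds plus 3 SD, cut at about 9.9% in these data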;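 also: uninfected addAB+ strain grown without phage in ampicillin broth; 0% = DMSO wells and 100% = ciprofloxacin 0.95 µg/ml wells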
DAGLB inh: diacylglycerol lipase beta (human) inhibition; HEK293T DAGLB membrane lysate, EnzChek fluorogenic substrate; inhibition, % at 5.17 µM; 340,000 tested, 0.059% active; AID 504411; in the data active = inhibition above about 34%;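 also: 0% = enzyme with vehicle and 100% = wells lacking enzyme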
SUMO Mot1 rescue: blocks SUMOylation pathway, rescuing yeast Mot1-301 growth | S. cerevisiae Mot1-301 growth rescue, ATP luminescence, 38.5C; percent above DMSO median, 100 means doubled | growth rescue, % at 18.8 µM | 320,000 tested, 1% active;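 active = every valid replicate shows activation above 250% relative to neutral control wells; inactive = the rest, any valid replicate at or below 250%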;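 also: OY570 slx delta 5 strain wells were the positive control but not used for scaling; some compounds called inactive have numbers as strong as hits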
CDK5 p35 inh: CDK5/p35 (human) kinase inhibition; inhibition, % at 10 µM; 330,000 tested, 0.01% active; Recombinant CDK5/p35, ADP-Glo luminescence, 60 min; AID 488839; Q00535+Q15078;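 active = highest replicate inhibition of at least 50% and at least 75% of replicates reaching 50%; inconclusive = only one of the two criteria met; inactive = both criteria failed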;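 also: plate controls were DMSO neutral control for no effect and GW8510 at 10 µM for full effect; many of its hits are not listed in these tables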
Target sequence (Q00535 whole entry, looked up): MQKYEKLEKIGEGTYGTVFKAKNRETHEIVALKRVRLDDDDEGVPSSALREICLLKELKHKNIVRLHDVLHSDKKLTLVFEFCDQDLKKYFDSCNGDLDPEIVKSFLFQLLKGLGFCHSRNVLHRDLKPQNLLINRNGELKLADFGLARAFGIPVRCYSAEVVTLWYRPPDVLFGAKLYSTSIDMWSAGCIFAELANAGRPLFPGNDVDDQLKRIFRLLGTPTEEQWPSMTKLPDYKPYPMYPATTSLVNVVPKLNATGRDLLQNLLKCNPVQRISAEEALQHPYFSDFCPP
Target sequence (Q15078 whole entry, looked up): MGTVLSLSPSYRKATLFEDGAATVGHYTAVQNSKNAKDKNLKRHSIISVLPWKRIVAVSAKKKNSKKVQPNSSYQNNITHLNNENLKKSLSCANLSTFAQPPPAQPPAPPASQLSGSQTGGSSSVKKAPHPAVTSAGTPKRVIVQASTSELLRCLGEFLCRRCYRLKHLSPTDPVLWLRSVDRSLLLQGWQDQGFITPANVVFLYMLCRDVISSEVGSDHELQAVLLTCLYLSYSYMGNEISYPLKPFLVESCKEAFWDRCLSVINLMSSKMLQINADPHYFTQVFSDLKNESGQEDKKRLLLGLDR
AddAB inh: less growth of phage-infected E. coli with AddAB; E. coli expressing H. pylori AddAB, absorbance growth; inhibition, % at 11.9 µM; 330,000 tested, 0.29% active; AID 435030; in the data active = inhibition above about 12%;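 also: 0% = vehicle wells of infected cells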
phage Ecoli inh: E. coli growth loss with phage present; growth absorbance; inhibition, % at 11.9 µM; 360,000 tested, 0.26% active; AID 651602; in the data active = inhibition above about 11%
HTR5A inv ctr: counter-screen for OPRM1-OPRD1 inverse agonists: human HTR5A inverse agonism | P47898 | HTR5A cell line, luminescence | inhibition, % at 9.3 µM | AID 504634 | 340,000 tested, 0.083% active; in the data active = inhibition mostly above about 23%, no sharp cut-off; inactive = mostly below about 18%;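 also: 0% = cells with DMSO and 100% = no-cell wells with DMSO; some compounds called inactive have numbers as strong as hits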
Target sequence (P47898 whole entry, looked up): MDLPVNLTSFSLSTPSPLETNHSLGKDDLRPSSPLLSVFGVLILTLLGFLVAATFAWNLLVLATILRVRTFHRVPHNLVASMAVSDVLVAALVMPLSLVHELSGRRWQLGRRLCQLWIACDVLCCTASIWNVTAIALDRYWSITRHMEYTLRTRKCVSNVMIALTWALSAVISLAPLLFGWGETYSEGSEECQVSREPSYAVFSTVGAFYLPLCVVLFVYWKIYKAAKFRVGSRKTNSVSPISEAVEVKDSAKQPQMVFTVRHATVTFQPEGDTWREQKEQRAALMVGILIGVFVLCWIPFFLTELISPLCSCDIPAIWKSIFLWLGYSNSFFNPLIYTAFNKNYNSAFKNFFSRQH
PKA-R1A act: PKA-R1A complex activation; P00514+P68181; PKA-R1A dissociation, Cy5-IP20 fluorescence polarization; scaled: DMSO 0%, 113 µM cGMP 100%; activation, % at 11.4 µM; 340,000 tested, 0.083% active; AID 504707;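 active = percent activation above the mean of all tested compounds plus 3 SD, cut at about 19% in these data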;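 also: higher means more PKAc released from R1A so a rise in polarization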
HTR5A ag: HTR5A agonism, opioid heterodimer counter-screen; AID 504692; P47898; activation, % at 9.3 µM; HTR5A agonist assay, luminescence, cell-based; 340,000 tested, 0.61% active; in the data active = activation mostly above about 9.5%, no sharp cut-off; inactive = mostly below about 7.6%;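 also: 0% = cells with vehicle only and 100% = reference agonist; strong numbers were not always called active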
Tat transport: blocks Tat-dependent protein export in E. coli; 340,000 tested, 0.036% active; inhibition, % at 10 µM; E. coli MC4100 TorA-mCherry Tat export, fluorescence; AID 488895;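 active = mean replicate inhibition at least 50% and at least half of replicates individually reaching 50%; inconclusive = only one of the two criteria met; inactive = neither criterion met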;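 also: exported cargo escapes ClpAP degradation while cytoplasmic cargo is degraded and loses fluorescence; 0% = median of neutral control wells and 100% = median of NaSCN control wells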
PKA-R2B activ: activators of human PKA-R2B complex; activation, % at 11.4 µM; PKA-R2B holoenzyme dissociation, Cy5-IP20 fluorescence polarization; R2B truncated from residue 108, S112A mutant; 0% DMSO only, 100% 113 µM cGMP; 340,000 tested, 0.079% active;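 active = activation above a cutoff set at the mean over all compounds plus 3 SD, cut at about 18% in these data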;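 also: higher means more holoenzyme dissociation and a rise in polarization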
Active calls of the source: *; ? = inconclusive; . = not tested or not shown.

#	SMILES	HTR5A inv ctr	PKA-R1A act	CDK5 p35 inh	phage Ecoli inh	AddAB inh	Ecoli viability	HTR5A ag	PKA-R2B activ	SUMO Mot1 rescue	DAGLB inh	Tat transport
1	COc1ccc(-c2nnn(CC(=O)NCCc3ccc(OC)c(OC)c3)n2)cc1	-41	-6	-1.8	3.2	1.2	-0.6	-2	-6	.	2	-3
2	CC1CN(C(=O)CN2C(=O)c3ccccc3C2=O)CC(C)O1 (stereo unspecified)	12	-14	-0.9	6.7	0.6	0.5	0	-2	83	-2	-11
3	COc1cccc(CNc2nc3nc(C)c(Cl)c(C)n3n2)c1	16	-2	2.0	-0.3	2.1	0.4	-2	2	676	1	5
4	Cc1ccc(NS(=O)(=O)c2ccccc2)c([N+](=O)[O-])c1	5	11	0.8	3.8	.	.	-1	3	.	1	5
5	CC(C)CNC(=O)[C@H]1N2C(=O)c3ccccc3C2SC1(C)C (stereo partly specified)	13	-1	0.8	0.9	1.7	-1.2	-4	2	-19	-1	10
6	Nc1c(S(=O)(=O)c2ccccc2)c2nc3ccccc3nc2n1/N=C/c1ccco1	6	-5	0.3	2.2	3.4	-1.1	-2	7	33	2	-6
7	COc1ccc2c(c1)c(=O)c(C(=O)c1ccccc1)cn2Cc1ccccc1	-3	-6	-4.3	2.7	2.9	0.3	1	0	52	-3	11
8	C=CCNC(=S)NNc1nc(Nc2ccccc2)nc(N2CCCCC2)n1	9	1	1.4	0.5	2.3	-0.3	-3	-1	8	-1	1
9	CC(=NNC(=O)c1ccncc1)c1ccc(O)cc1O	4	-7	1.3	0.4	.	.	-1	-3	.	-1	-6
10	O=C(N/C(=C/c1cccc([N+](=O)[O-])c1)C(=O)N1CCOCC1)c1ccc(Br)cc1	3	0	0.7	0.9	0.2	-0.7	-1	1	-6	-3	?
11	CC(=O)N[C@H](Cc1c[nH]c2ccccc12)C(=O)O	-20	7	-0.7	3.2	-2.5	-1.1	-4	-2	58	-1	-1
12	CC(=O)Nc1cc2c(cc1[N+](=O)[O-])-c1ccccc1C2=NO	-26	0	1.9	3.3	.	.	7	4	.	-1	-7
13	COc1ccccc1NC(=O)Cn1c(CCC(=O)O)ccc1-c1ccc(C)cc1	11	-6	-0.1	3.6	1.2	-1.3	-4	1	-11	-1	-4
14	O=C(CC(c1ccccc1)c1ccccc1)NCC(O)c1ccc([N+](=O)[O-])cc1 (stereo unspecified)	-4	2	0.4	-0.2	0.3	-2.2	-2	7	838	-4	-4
15	Cc1ccc(/C=C(\C#N)C(=O)NCc2ccco2)o1	14	0	-0.8	1.9	3.5	-0.1	2	-2	-4	0	-1
16	Cc1ccc(-n2c(=O)c(C#N)cc3c(=O)n4ccccc4nc32)cc1	11	10	1.1	2.3	-0.5	-1.6	4	-1	112	-2	0
17	Oc1ccc(-c2onc(C(F)(F)F)c2-c2cscn2)c(O)c1	-9	2	2.0	2.2	0.5	0.1	4	0	-5	-2	-5
18	O=C1c2ccccc2C(=O)N1c1ncccn1	-31	-3	-6.9	3.1	-2.7	-1.2	-2	-1	-7	1	11
19	CCc1ccc(NS(=O)(=O)c2cccs2)cc1	-5	-4	-1.2	2.5	-1.8	-0.9	2	-5	24	-2	-3
20	COc1ccc(-c2cc(C(F)F)n3ncc(C(=O)N4CCCc5ccccc54)c3n2)cc1	5	-4	0.8	3.2	2.2	-2.4	-2	-7	18	-2	3
21	Cc1cc(C)c(C)c(S(=O)(=O)N2CCC(C(=O)N(C)Cc3nc4ccccc4c(=O)[nH]3)CC2)c1C	8	-9	-1.6	2.1	.	.	-3	-3	.	0	4
22	CCCN=C(Nc1ccc(Cl)cc1)c1cccnc1	27	-6	0.9	3.9	0.2	-2.7	-4	4	286	2	-14
23	Cc1ccc(-n2c(C)c(C)c3c(NCCO)ncnc32)cc1	-4	-14	-1.0	1.4	-0.7	0.8	1	-6	-7	-1	-6
24	CCNC(=S)N1CCC(c2nc3cc(C)c(C)cc3[nH]2)CC1	17	2	0.0	4.4	2.6	-0.3	0	0	6	1	3
25	Cc1cc(=O)[nH]c(SCC(=O)C23CC4CC(CC(C4)C2)C3)c1C#N	6	2	-1.9	0.6	1.8	1.3	-2	2	-8	6	-7
26	O=C(NCc1cccnc1)c1cnc2n(c1=O)CCS2	-18	-1	-0.7	1.8	3.1	-0.3	0	-7	-14	0	-2
27	Cc1cc(SC2CCOC2=O)nc2ccccc12 (stereo unspecified)	14	-2	-0.2	3.0	1.4	0.5	-5	10	-9	1	-3
28	Cn1cnnc1SCC(=O)Nc1sc2c(c1C#N)CCCCC2	2	-7	0.8	1.3	3.0	0.2	1	-4	-26	1	-2
29	CCOc1ccc(NC(=O)c2cccc(OC(=S)N3CCC(C)CC3)c2)cc1	2	-18	3.4	3.8	2.5	1.0	1	0	19	-21	?
30	CCOC(=O)c1c(C)[nH]c(C(=O)CSc2ccccc2)c1C	-10	-1	-2.0	-1.0	0.6	1.7	6	6	6	-4	1
31	CC(NC(=O)CN1CCN(c2ncccn2)CC1)c1ccc(F)cc1 (stereo unspecified)	8	-8	0.0	3.3	1.2	0.5	-3	-11	.	1	19
32	O=C(NS(=O)(=O)Nc1ccc(Br)cn1)c1c[nH]c2ccccc12	5	-4	-1.3	0.9	2.7	2.2	-1	2	0	2	-2
33	CCCn1c(SCC(=O)c2ccc(CC)cc2)n[nH]c1=O	-2	-9	1.1	2.1	-0.5	-0.8	-4	3	-19	-2	-1
34	CCCNC(=S)Nc1ccc(F)cc1F	.	.	0.5	-3.7	2.3	2.0	.	.	-4	.	1
35	Cn1cccc1C(=O)NCCc1ccccc1	-13	4	9.0	-2.4	3.3	-4.4	5	7	94	-6	-5
36	COc1ccc2[nH]cc(CCNC(=O)COc3ccc4ccc(=O)oc4c3)c2c1	5	2	-0.3	2.3	1.5	-0.7	2	-3	-2	-1	11
37	CC(Sc1nnc(-c2ccccc2F)n1C1CC1)C(=O)NCc1ccco1 (stereo unspecified)	-3	0	0.3	1.8	-0.6	-1.2	1	-2	26	0	?
38	O=C(c1cccc(F)c1)N1CCCN(C(=O)c2cccc(F)c2)CC1	-6	2	-0.4	0.7	-0.3	0.0	2	5	6	0	-9
39	Cc1cc(-c2cc(C(=O)NCc3ccccc3)on2)nc(S(C)(=O)=O)n1	-8	-1	-1.1	1.6	1.1	-2.2	2	1	9	2	-12
40	Oc1cc(Cc2ccccc2)cnc1CN1CCOCC1	-1	-13	-0.7	-3.3	4.1	-1.8	0	-13	1	0	-1
41	COc1ccc(Cl)cc1NC(=O)Nc1cc(C)on1	-21	5	2.3	5.8	1.7	2.8	5	3	2	-2	2
42	CCOC(=O)c1c(C)[nH]c(C(=O)OCC(=O)c2ccc(OC)cc2OC)c1C	-14	-3	-6.1	0.2	1.2	1.6	2	1	-3	1	14
43	CC(C)[C@H](NC(=O)c1ccccc1)C(=O)OCC(=O)c1ccc(S(=O)(=O)N2CCCCC2)cc1	1	4	-0.4	0.9	-1.4	-0.2	-1	-5	10	-2	0
44	Cc1cc2c(o1)CC(C)(C)CC2=O	1	11	-2.0	3.4	0.5	-0.7	0	3	-15	-1	0
45	O=C1NC[C@H](c2ccccc2)OC(=O)[C@@H](Cc2ccc(F)cc2)C/C=C\C[C@H]1CC(=O)N(CCO)Cc1ccccc1	-20	-6	0.9	1.3	4.2	-0.4	7	-1	0	1	-28
46	CCc1cc[n+](-c2nc3ccccc3nc2[N-]S(=O)(=O)c2ccc(Br)s2)cc1	3	0	-0.5	2.6	1.3	-2.7	4	-4	-3	0	8
47	O=C(CCN1C(=O)S/C(=C/c2ccc(Cl)cc2)C1=O)N1CCOCC1	-8	-9	1.6	1.9	-0.5	-1.3	2	-14	-9	-1	-8
48	O=C(Nc1ccccc1)OCCOc1ccc(Cl)cc1Cl	-10	2	0.0	3.2	.	.	3	-3	.	-8	0
49	O=S(=O)(Nc1ccccc1N1CCOCC1)c1ccc(Cl)cc1	28	-1	-1.2	.	0.3	0.3	-12	3	191	1	8
50	O=C(Nc1ccc(OC(F)(F)F)cc1)C1CCCN(S(=O)(=O)c2cccnc2)C1 (stereo unspecified)	15	-2	-0.5	1.2	-1.5	-0.1	1	-16	2	0	1

4 of the compounds above, as labelled records:
(42) CCOC(=O)c1c(C)[nH]c(C(=O)OCC(=O)c2ccc(OC)cc2OC)c1C
  HTR5A inv ctr: -14	PKA-R1A act: -3	CDK5 p35 inh: -6.1	phage Ecoli inh: 0.2	AddAB inh: 1.2	Ecoli viability: 1.6	HTR5A ag: 2	PKA-R2B activ: 1	SUMO Mot1 rescue: -3	DAGLB inh: 1	Tat transport: 14
(43) CC(C)[C@H](NC(=O)c1ccccc1)C(=O)OCC(=O)c1ccc(S(=O)(=O)N2CCCCC2)cc1
  HTR5A inv ctr: 1	PKA-R1A act: 4	CDK5 p35 inh: -0.4	phage Ecoli inh: 0.9	AddAB inh: -1.4	Ecoli viability: -0.2	HTR5A ag: -1	PKA-R2B activ: -5	SUMO Mot1 rescue: 10	DAGLB inh: -2	Tat transport: 0
(44) Cc1cc2c(o1)CC(C)(C)CC2=O
  HTR5A inv ctr: 1	PKA-R1A act: 11	CDK5 p35 inh: -2.0	phage Ecoli inh: 3.4	AddAB inh: 0.5	Ecoli viability: -0.7	HTR5A ag: 0	PKA-R2B activ: 3	SUMO Mot1 rescue: -15	DAGLB inh: -1	Tat transport: 0
(45) O=C1NC[C@H](c2ccccc2)OC(=O)[C@@H](Cc2ccc(F)cc2)C/C=C\C[C@H]1CC(=O)N(CCO)Cc1ccccc1
  HTR5A inv ctr: -20	PKA-R1A act: -6	CDK5 p35 inh: 0.9	phage Ecoli inh: 1.3	AddAB inh: 4.2	Ecoli viability: -0.4	HTR5A ag: 7	PKA-R2B activ: -1	SUMO Mot1 rescue: 0	DAGLB inh: 1	Tat transport: -28
